APP transl inh: inhibitors of APP translation via 5'UTR reporter, primary screen, APP 5'UTR luciferase, SH-SY5Y cells; SH-SY5Y APP 5'UTR-luciferase reporter, luminescence; inhibition, % at 2 µM; hit rate 0.82% among 190,000; AID 1285, 2008;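 active = inhibition above a set limit, derived from the sample mean plus 3 SD, cut at about 45% in these data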; note: values of inactives mirror those of a sister screen read the other way
STAT3 blocker: IL-6 driven STAT3 reporter inhibitors, primary screen, U3A cells, luciferase, luminescence, MLSCN library | inhibition, % at 5.5 µM | hit rate 0.89% among 190,000 | AID 862, 2007 | IL-6 STAT3-luciferase reporter; host cell line lacks STAT1;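 active = inhibition above the mean inhibition across all screened compounds plus 3 SD, cut at about 44% in these data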;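 note: 0% = DMSO only wells and 100% = 100 µM nifuroxazide control wells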
Diaphorase inh: diaphorase inhibitors and chemical oxidizers, primary screen, counter-screen for diaphorase-coupled primary assays, biochemical, uHTS, resorufin fluorescence; diaphorase resazurin-to-resorufin fluorescence, NADH, 16 min; bacterial (C. kluyveri) enzyme, not human; inhibition, % at 20 µM; AID 1217, 2008; hit rate 0.69% among 190,000;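 active = primary screen inhibition at 20 µM above a set limit, cut at about 50% in these data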;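 note: plate controls were DMSO with full reaction for no effect and wells lacking NADH for full effect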
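Test system: diaphorase enzyme from Clostridium kluyveri; amount: diaphorase at 0.14 U/mL in enzyme working solution; detection: fluorescence of resorufin formed from resazurin, Ex 544/Em 590 nm; times: reaction incubation of 16 min at room temperature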
STAT1 act: STAT1 signaling activators, primary screen, cell-based, HTS, luciferase reporter. NIH 3T3 STAT1-luciferase reporter, IFN-gamma, luminescence; 100% = IFN-gamma alone, no compound. activation (% of control), % at 5.5 µM. hit rate 2.6% among 200,000;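 active = activation above the screen-wide mean activation plus 3 SD, cut at about 130% in these data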;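 note: raw ratio to IFN-gamma control signal so 100% means no change and 0% no light; values of inactives mirror those of a sister screen read the other way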
Diaphorase act: compounds boosting diaphorase resazurin reduction – biochemical, uHTS, resorufin fluorescence, counter-screen for diaphorase-coupled primary assays, primary screen; Diaphorase/resazurin coupled assay, 16 min; active compounds read high; 1 = vehicle wells, 0 = NADH-free wells; activation factor at 20 µM; hit rate 0.005% among 190,000; AID 1229, 2008;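 active = diaphorase activity raised at least twofold by the compound at 20 µM; inactive = activation factor below 2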
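Material: Clostridium kluyveri diaphorase, purified enzyme; Quantity: enzyme 0.07 U/mL final; Medium: HEPES pH 7.4 buffer with MgCl2 and Tween 20; Dosing: single compound dose of 20 µM, 1% DMSO final; Schedule: 16 min reaction at room temperature; Measured by: red resorufin fluorescence at 544/590 nm excitation/emission.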
TLR4-MyD88 BLA: inhibitors of TLR4-MyD88 association in cells, primary screen, cell-based, HeLa CL3-4, BLA complementation, FRET ratio | Toll-like receptor 4 (Homo sapiens) + Myeloid differentiation primary response protein … | HeLa CL3-4 TLR4/MyD88 BLA complementation | inhibition, % at 8.4 µM | hit rate 0.18% among 200,000; in the data active = inhibition above about 25%;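 note: 0% = vehicle and 100% = reference inhibitor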
Target sequence (O00206 whole entry, looked up): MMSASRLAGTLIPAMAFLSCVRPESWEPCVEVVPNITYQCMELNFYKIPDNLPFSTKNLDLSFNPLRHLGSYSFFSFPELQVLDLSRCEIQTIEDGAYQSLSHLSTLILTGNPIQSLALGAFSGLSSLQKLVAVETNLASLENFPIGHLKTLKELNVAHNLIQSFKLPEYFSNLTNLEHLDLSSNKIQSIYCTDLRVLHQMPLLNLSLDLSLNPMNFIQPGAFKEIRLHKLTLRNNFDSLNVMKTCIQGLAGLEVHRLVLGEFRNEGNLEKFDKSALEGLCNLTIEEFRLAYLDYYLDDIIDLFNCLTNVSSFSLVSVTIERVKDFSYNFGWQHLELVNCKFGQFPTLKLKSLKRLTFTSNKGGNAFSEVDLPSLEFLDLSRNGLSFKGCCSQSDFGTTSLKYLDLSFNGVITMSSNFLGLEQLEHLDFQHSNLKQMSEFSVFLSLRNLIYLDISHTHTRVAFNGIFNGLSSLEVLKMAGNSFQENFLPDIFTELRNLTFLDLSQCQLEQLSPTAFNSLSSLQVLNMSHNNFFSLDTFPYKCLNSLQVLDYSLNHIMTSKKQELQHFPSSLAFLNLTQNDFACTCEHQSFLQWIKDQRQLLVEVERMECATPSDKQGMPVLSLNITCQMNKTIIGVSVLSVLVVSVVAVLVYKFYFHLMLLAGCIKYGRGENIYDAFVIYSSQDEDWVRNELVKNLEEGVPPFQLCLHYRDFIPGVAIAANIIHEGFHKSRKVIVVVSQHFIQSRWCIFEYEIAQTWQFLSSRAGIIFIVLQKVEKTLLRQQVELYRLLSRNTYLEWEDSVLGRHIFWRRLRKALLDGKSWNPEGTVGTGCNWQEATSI
Target sequence (Q99836 whole entry, looked up): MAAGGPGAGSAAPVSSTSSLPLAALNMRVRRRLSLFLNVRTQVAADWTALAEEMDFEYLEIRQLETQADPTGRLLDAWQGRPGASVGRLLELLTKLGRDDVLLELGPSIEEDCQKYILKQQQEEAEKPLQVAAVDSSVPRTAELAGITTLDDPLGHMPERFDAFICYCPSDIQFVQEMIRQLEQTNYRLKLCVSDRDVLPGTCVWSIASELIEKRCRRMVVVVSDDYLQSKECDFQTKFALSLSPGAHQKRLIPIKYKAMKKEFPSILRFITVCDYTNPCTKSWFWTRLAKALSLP
STAT1 blocker: STAT1 signaling inhibitors, primary screen, cell-based, HTS, luciferase reporter; inhibition, % at 5.5 µM; AID 920, 2007; NIH 3T3 STAT1-luciferase reporter, IFN-gamma, luminescence; hit rate 0.35% among 200,000;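 active = inhibition above a set limit, the mean inhibition across all tested compounds plus 3 SD, cut at about 34% in these data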;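 note: 0% = IFN-gamma with DMSO and 100% = IFN-gamma with 300 µM nifuroxazide; values of inactives mirror those of a sister screen read the other way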
Hsp70 activator: Hsp70 transcriptional activators, primary screen, cell-based, HeLa, Hsp70 promoter luciferase, luminescence, 10 µM | HeLa Hsp70 promoter luciferase reporter; scaled: vehicle 0, proteasome-inhibitor control 100% | activation, % at 10 µM | hit rate 0.04% among 200,000 | AID 1203, 2008;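 active = activation above the mean across all tested compounds plus 3 SD, cutoff set per campaign, cut at about 5.5% in these data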;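 note: 100% = MG132 at 30 µM as the positive control and 0% = DMSO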
G6PDH CS: L. mesenteroides G6PDH inhibitors, counter-screen for G6PDH-coupled screening assays, biochemical, Leuconostoc mesenteroides enzyme. inhibition, % at 5 µM. hit rate 0.12% among 200,000. glucose-6-phosphate dehydrogenase [Leuconostoc mesenteroides]. Purified L. mesenteroides G6PDH, diaphorase/resazurin coupled fluorescence, 45 min. AID 1020, 2008; in the data active = inhibition above about 50%
STAT3 act: IL-6 driven STAT3 reporter potentiators, primary screen, U3A cells, luciferase, luminescence, MLSCN library; IL-6 STAT3-luciferase reporter; 100% = signal with IL-6 EC80 alone; activation (% of control), % at 5.6 µM; hit rate 0.91% among 190,000; AID 871, 2007;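 active = activation above the screen-wide mean of compound activation plus 3 SD, cut at about 130% in these data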;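 note: 0% = background luminescence of wells with medium and substrate only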
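Test system: Human STAT1-deficient U3A cells with stable STAT3-luciferase reporter | Also added: Interleukin-6, 33 ng/mL | Timing: Compound pre-incubation 1 h before IL-6, then 6 h stimulation at 37 °C | Technique: Luciferase reporter luminescence | Read-out: Percent of IL-6-only median luminescence | Benchmarks: IL-6-only wells as 100% reference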
* = called active by the depositor.

CCN(CC)c1ccc(/C=N/NS(=O)(=O)c2cccc([N+](=O)[O-])c2)cc1 was read as APP transl inh -6, STAT3 blocker 1, Diaphorase inh 15, STAT1 act 91, Diaphorase act 0.9, TLR4-MyD88 BLA 0, STAT1 blocker 10, Hsp70 activator -0.6, G6PDH CS -6 and STAT3 act 96.
Cc1ccc(C(=O)CN2/C(=C(\O)c3ccccc3)C(=O)c3ccccc3S2(=O)=O)c(C)c1 was read as APP transl inh -5, STAT3 blocker -16, Diaphorase inh 24, STAT1 act 104, Diaphorase act 0.8, TLR4-MyD88 BLA -6, STAT1 blocker -4, Hsp70 activator -0.2, G6PDH CS 16 and STAT3 act 115.
O=C(N/N=C/c1ccc(O)c(O)c1)C1c2ccccc2Oc2ccccc21 was read as APP transl inh -1, STAT3 blocker -4, Diaphorase inh 38, STAT1 act 98, Diaphorase act 0.6, TLR4-MyD88 BLA -1, STAT1 blocker 2, Hsp70 activator -0.5, G6PDH CS 12 and STAT3 act 104.
Cc1cc(N2CCC(C)CC2)nc(NCc2ccccc2)n1 was read as APP transl inh 9, STAT3 blocker 13, Diaphorase inh 6, STAT1 act 89, Diaphorase act 0.9, TLR4-MyD88 BLA 7, STAT1 blocker 13, Hsp70 activator -0.4, G6PDH CS 1 and STAT3 act 92.
For NNS(=O)(=O)c1ccc(N2CCCC2=O)c([N+](=O)[O-])c1 the results were APP transl inh -10, STAT3 blocker 7, Diaphorase inh 10, STAT1 act 101, Diaphorase act 0.9, TLR4-MyD88 BLA 2, STAT1 blocker -1, Hsp70 activator 0.0, G6PDH CS 7 and STAT3 act 101.
`O=C(C1CCCN(S(=O)(=O)c2ccccc2)C1)N1CCCCCC1` (centres undefined) gave APP transl inh 13, STAT3 blocker 10, Diaphorase inh 7, STAT1 act 97, Diaphorase act 0.9, TLR4-MyD88 BLA 8, STAT1 blocker 3, Hsp70 activator -0.4, G6PDH CS 0 and STAT3 act 95.
`CC1(C)C2CC=C(/C=N/n3cnnc3)C1C2` (centres undefined) gave APP transl inh 1, STAT3 blocker 7, Diaphorase inh 16, STAT1 act 102, Diaphorase act 0.8, TLR4-MyD88 BLA -4, STAT1 blocker -2, Hsp70 activator -0.4, G6PDH CS 4 and STAT3 act 100.
N#Cc1ccccc1S(=O)(=O)N1CCN(c2cnccn2)CC1 was read as APP transl inh -2, STAT3 blocker -1, Diaphorase inh 6, STAT1 act 100, Diaphorase act 0.9, TLR4-MyD88 BLA -4, STAT1 blocker -1, Hsp70 activator -0.1, G6PDH CS 3 and STAT3 act 103.
`O=C(CN1C(=O)C2C3C=CC(C4CC34)C2C1=O)NCc1ccco1` (centres undefined) gave APP transl inh -2, STAT3 blocker 4, Diaphorase inh 11, STAT1 act 101, Diaphorase act 0.9, TLR4-MyD88 BLA -4, STAT1 blocker -3, Hsp70 activator -0.3, G6PDH CS 18 and STAT3 act 103.
`CCOC(=O)c1cc2c(=O)n3cccc(C)c3nc2n(CCCOC)c1=NC(=O)c1cccnc1` gave APP transl inh -17, STAT3 blocker 3, Diaphorase inh 9, STAT1 act 98, Diaphorase act 0.9, TLR4-MyD88 BLA -2, STAT1 blocker 2, Hsp70 activator -0.4, G6PDH CS 5 and STAT3 act 102.
Screening O=C(Nc1ccccc1F)Nc1ccc([N+](=O)[O-])cc1Cl returned APP transl inh -54, STAT3 blocker 20, Diaphorase inh 27, STAT1 act 122, Diaphorase act 0.7, TLR4-MyD88 BLA -2, STAT1 blocker -27, Hsp70 activator -0.1, G6PDH CS 2 and STAT3 act 87.
`CCOC(=O)C(=CNc1ccc(C)cc1C)C(=O)OCC` gave APP transl inh -15, STAT3 blocker 34, Diaphorase inh 18, STAT1 act 95, Diaphorase act 0.8, TLR4-MyD88 BLA 2, STAT1 blocker 17, Hsp70 activator 0.3, G6PDH CS 8 and STAT3 act 76.
For CCn1c(C(=O)NCc2ccccn2)cc2sccc21 the results were APP transl inh 2, STAT3 blocker 9, Diaphorase inh 18, STAT1 act 98, Diaphorase act 0.8, TLR4-MyD88 BLA -2, STAT1 blocker 1, Hsp70 activator -0.2, G6PDH CS -14 and STAT3 act 98.
`Cc1nc(-c2ccc(Cl)cc2)sc1C(=O)O` gave APP transl inh -46, STAT3 blocker -14, Diaphorase inh 4, STAT1 act 138*, Diaphorase act 1, TLR4-MyD88 BLA -6, STAT1 blocker -43, Hsp70 activator 0.0, G6PDH CS 12 and STAT3 act 113.
Screening Cc1cccc(NC(=O)/C(=C\c2ccco2)NC(=O)c2cccs2)c1 returned APP transl inh 1, STAT3 blocker 7, Diaphorase inh 13, STAT1 act 98, Diaphorase act 0.9, TLR4-MyD88 BLA -11, STAT1 blocker 2, Hsp70 activator -0.2, G6PDH CS 9 and STAT3 act 100.

Arranged by molecular weight (falling): 3 of the compounds above
CCN(CC)c1ccc(/C=N/NS(=O)(=O)c2cccc([N+](=O)[O-])c2)cc1 was read as APP transl inh -6, STAT3 blocker 1, Diaphorase inh 15, STAT1 act 91, Diaphorase act 0.9, TLR4-MyD88 BLA 0, STAT1 blocker 10, Hsp70 activator -0.6, G6PDH CS -6 and STAT3 act 96.
`CCOC(=O)C(=CNc1ccc(C)cc1C)C(=O)OCC` gave APP transl inh -15, STAT3 blocker 34, Diaphorase inh 18, STAT1 act 95, Diaphorase act 0.8, TLR4-MyD88 BLA 2, STAT1 blocker 17, Hsp70 activator 0.3, G6PDH CS 8 and STAT3 act 76.
For CCn1c(C(=O)NCc2ccccn2)cc2sccc21 the results were APP transl inh 2, STAT3 blocker 9, Diaphorase inh 18, STAT1 act 98, Diaphorase act 0.8, TLR4-MyD88 BLA -2, STAT1 blocker 1, Hsp70 activator -0.2, G6PDH CS -14 and STAT3 act 98.

More results
For O=C(NCCCN1CCc2ccccc2C1)Nc1ccc(Cl)cc1 the results were APP transl inh -18, STAT3 blocker -17, Diaphorase inh 4, STAT1 act 99, Diaphorase act 1, TLR4-MyD88 BLA 4, STAT1 blocker 2, Hsp70 activator -0.1, G6PDH CS 6 and STAT3 act 117.
Screening Cc1cccc(OCC(=O)NC(=S)Nc2ccccc2N2CCOCC2)c1 returned APP transl inh 7, STAT3 blocker -2, Diaphorase inh 26, STAT1 act 98, Diaphorase act 0.7, TLR4-MyD88 BLA -2, STAT1 blocker 2, Hsp70 activator -0.2, G6PDH CS -1 and STAT3 act 105.
CCc1nnc(NC(=O)c2cc(-c3ccccn3)nc3ccccc23)s1 was read as APP transl inh -17, STAT3 blocker 2, Diaphorase inh 7, STAT1 act 104, Diaphorase act 0.9, TLR4-MyD88 BLA 10, STAT1 blocker -6, Hsp70 activator 0.0, G6PDH CS -7 and STAT3 act 106.
`CC(C)Oc1ccc(/C=C(/NC(=O)c2ccccc2)C(=O)NCCC(=O)O)cc1` gave APP transl inh -2, STAT3 blocker 4, STAT1 act 93, TLR4-MyD88 BLA -21, STAT1 blocker 8, Hsp70 activator -0.1, G6PDH CS 4 and STAT3 act 103.
Screening CC(OC(=O)c1cc(S(=O)(=O)N(C)c2ccccc2)ccc1Cl)C(=O)Nc1ccc2c(c1)OCCO2 (centres undefined) returned APP transl inh 2, STAT3 blocker 1, Diaphorase inh 18, STAT1 act 97, Diaphorase act 0.8, TLR4-MyD88 BLA 4, STAT1 blocker 3, Hsp70 activator -0.4, G6PDH CS 11 and STAT3 act 101.
Screening O=C(N1CCCC1)C(F)(F)Oc1ccc(F)cc1 returned APP transl inh -20, STAT3 blocker 9, Diaphorase inh 3, STAT1 act 104, Diaphorase act 1, TLR4-MyD88 BLA 4, STAT1 blocker -7, Hsp70 activator -0.3, G6PDH CS 6 and STAT3 act 96.
For Cc1cc(C)n(S(=O)(=O)c2cc(Cl)ccc2Cl)n1 the results were APP transl inh -16, STAT3 blocker 4, Diaphorase inh 8, STAT1 act 103, Diaphorase act 0.9, TLR4-MyD88 BLA 4, STAT1 blocker -3, Hsp70 activator -0.5, G6PDH CS -1 and STAT3 act 106.
CCn1c(=N)n(CC(O)COc2cccc(C)c2)c2ccccc21 (centres undefined) was read as APP transl inh 2, STAT3 blocker -6, Diaphorase inh -6, STAT1 act 94, Diaphorase act 1.1, TLR4-MyD88 BLA 10, STAT1 blocker 13, Hsp70 activator -0.1, G6PDH CS -2 and STAT3 act 107.
For O=C(CCc1ccccc1)Nc1ccc(F)c([N+](=O)[O-])c1 the results were APP transl inh 18, STAT3 blocker 14, Diaphorase inh 19, STAT1 act 104, Diaphorase act 0.8, TLR4-MyD88 BLA 3, STAT1 blocker -4, Hsp70 activator 1.0, G6PDH CS 2 and STAT3 act 92.
For CC(=O)N1CCn2c3ccc(C)cc3c3cccc1c32 the results were APP transl inh -19, STAT3 blocker 15, Diaphorase inh 10, STAT1 act 107, Diaphorase act 0.9, TLR4-MyD88 BLA -2, STAT1 blocker -8, Hsp70 activator 0.1, G6PDH CS 3 and STAT3 act 90.
COc1ccc(NC(C)=O)cc1NC(=O)CSc1nnc(-c2ccncc2)n1C was read as APP transl inh 3, STAT3 blocker 6, Diaphorase inh 14, STAT1 act 96, Diaphorase act 0.9, TLR4-MyD88 BLA 0, STAT1 blocker 5, Hsp70 activator -0.6, G6PDH CS 3 and STAT3 act 102.
`CC1CCCCN1C(=O)Cn1cnc2c1c(=O)n(C)c(=O)n2C` (centres undefined) gave APP transl inh 11, STAT3 blocker 11, Diaphorase inh 14, STAT1 act 101, Diaphorase act 0.9, TLR4-MyD88 BLA 6, STAT1 blocker -2, Hsp70 activator -0.1, G6PDH CS 6 and STAT3 act 96.
For CCCNC1CCS(=O)(=O)C1 (centres undefined) the results were APP transl inh -2, STAT3 blocker 14, Diaphorase inh 10, STAT1 act 95, Diaphorase act 0.9, TLR4-MyD88 BLA -8, STAT1 blocker 6, Hsp70 activator -0.4, G6PDH CS 4 and STAT3 act 92.

Screening results: PubChem BioAssay, several laboratories
